High-throughput results (PubChem)
MazF activator = increases E. coli MazEF RNase cleavage of RNA; FAM/BHQ RNA-DNA oligo cleavage fluorescence, 5 h; activation, % at 20 µM; 0.32% of 350,000 active; in the data active means activation above about 50%
Target sequence (P0AE70 whole entry, looked up): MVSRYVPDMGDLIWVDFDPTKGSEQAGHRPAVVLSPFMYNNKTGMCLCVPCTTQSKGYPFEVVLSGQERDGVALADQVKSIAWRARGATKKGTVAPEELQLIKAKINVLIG
PriA SSB inh = K. pneumoniae PriA-SSBct interaction inhibition; 0.6% of 430,000 active; AID 1272365; inhibition, % at 33 µM; AlphaScreen SSBct-PriA binding, biotinylated peptide; in the data active means inhibition mostly above about 37%, no sharp cut-off; inactive means mostly below about 20%;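 further: plate controls were negative control peptide for no effect and reference peptide for full effect; strong numbers were not always called active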
3CLpro inhibitor = SARS-CoV 3CLpro protease inhibition. recombinant SARS-CoV 3CLpro, quenched FRET peptide cleavage. 0.14% of 290,000 active. AID 1706. P0C6X7. inhibition, % at 6 µM; in the data active means inhibition above about 12%
TcdB GH inh = inhibitors of Clostridioides difficile toxin B glycohydrolase. AID 652162. 0.24% of 350,000 active. TcdB glycohydrolase enzymatic assay, plate reader. inhibition, % at 9.99 µM; in the data active means inhibition above about 10%
VHR inh abs = blocks human VHR1 dual specificity phosphatase; recombinant VHR phosphatase, pNPP absorbance; inhibition, % at 13.3 µM; 0.52% of 290,000 active; in the data active means inhibition above about 50%; further: some compounds called inactive have numbers as strong as hits
PfHsp40 rescue = restores yeast growth despite PfHsp40 toxicity | AID 504582 | 0.68% of 340,000 active | growth rescue, % at 12.5 µM | S. cerevisiae expressing PfHsp40, growth rescue, ATP luminescence; in the data active means growth rescue above about 28%, passing the limit was not always enough; inconclusive means no clear call, values can overlap the other calls;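 further: yeast W303a lacking pdr1 and pdr3 grown in galactose medium; growth measured after three days at 30 °C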
Yp Topo-I inh = blocks Yersinia pestis topoisomerase I activity; Y. pestis Topo-I cleavage product accumulation, plate reader; activity, % at 10 µM; 0.064% of 360,000 active; AID 504884; in the data active means activity above about 50%, passing the limit was not always enough; inconclusive means no clear call, values can overlap the other calls; further: inactives centre near 2
Rv3671c protease = Rv3671c (M. tuberculosis) protease inhibition | inhibition, % at 5.96 µM | AID 2606 | 0.048% of 320,000 active; in the data active means inhibition above about 38%;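 further: extracellular domain of Rv3671c used as enzyme; 0% = enzyme with DMSO and 100% = no enzyme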
Anthrax LF prot = blocks Bacillus anthracis lethal factor protease; P15917; multiplex microsphere protease cleavage assay, LF; inhibition, % at 10 µM; 0.12% of 360,000 active; in the data active means inhibition above about 30%; inconclusive means no clear call, values can overlap the other calls; further: plate controls were buffer without enzyme for full effect and enzyme alone for no effect
Target sequence (P15917 whole entry, looked up): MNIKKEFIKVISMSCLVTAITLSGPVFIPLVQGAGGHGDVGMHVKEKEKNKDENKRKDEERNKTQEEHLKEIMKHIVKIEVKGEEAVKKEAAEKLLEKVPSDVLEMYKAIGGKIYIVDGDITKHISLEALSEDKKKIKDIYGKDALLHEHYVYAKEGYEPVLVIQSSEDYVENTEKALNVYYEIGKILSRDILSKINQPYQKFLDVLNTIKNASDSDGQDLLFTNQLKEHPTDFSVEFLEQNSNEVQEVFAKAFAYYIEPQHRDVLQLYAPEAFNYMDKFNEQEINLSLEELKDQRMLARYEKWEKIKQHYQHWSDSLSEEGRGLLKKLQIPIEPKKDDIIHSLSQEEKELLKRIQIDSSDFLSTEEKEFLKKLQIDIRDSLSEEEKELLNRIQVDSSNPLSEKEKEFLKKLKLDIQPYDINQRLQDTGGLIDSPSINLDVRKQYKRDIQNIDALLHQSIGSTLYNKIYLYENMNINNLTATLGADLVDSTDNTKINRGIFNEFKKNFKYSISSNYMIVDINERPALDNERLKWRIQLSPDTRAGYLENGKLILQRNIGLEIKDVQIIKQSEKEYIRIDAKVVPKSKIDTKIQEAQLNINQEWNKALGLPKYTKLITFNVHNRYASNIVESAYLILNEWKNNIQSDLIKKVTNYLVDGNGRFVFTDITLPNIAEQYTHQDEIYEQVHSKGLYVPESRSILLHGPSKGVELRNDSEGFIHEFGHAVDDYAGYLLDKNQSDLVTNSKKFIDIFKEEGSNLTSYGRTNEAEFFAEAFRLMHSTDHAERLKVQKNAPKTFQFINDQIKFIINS
BH1578 lux ind = induces V. cholerae light production without autoinducers; V. cholerae BH1578 lux reporter, luminescence, 6 h; activation, % at 18.7 µM; 0.16% of 350,000 active; AID 588436; in the data active means activation mostly above about 9.7%, no sharp cut-off; inconclusive means no clear call, values can overlap the other calls; inactive means mostly below about 3.7%; further: not every result past the cut was called active; inactives centre near 0; reference of the scale not given here
Active calls of the source: *; i = inactive; ? = inconclusive; / = no result given; & = joins results of further samples.

SMILES | MazF activator | PriA SSB inh | 3CLpro inhibitor | TcdB GH inh | VHR inh abs | PfHsp40 rescue | Yp Topo-I inh | Rv3671c protease | Anthrax LF prot | BH1578 lux ind
CC(C)OP(=O)(OC(C)C)C(NCc1ccccc1)c1ccccc1 (centres undefined) | 4 | 1 | 0 | 1.2 | 2 | -0.7 | 13 | 0 | -1 | i
O=S(=O)(NCCSc1nc2ccccc2o1)c1ccccc1 | -6 | -7 | -1 | / | 7 | 1.0 | 1 | 4 | -2 | -0.7
O=C(Cn1nnc2ccccc21)Nc1ccccc1[N+](=O)[O-] | -11 | -5 | -1 | 0.0 | 15 | -0.7 | 1 | -5 | -5 | -0.5
O=C(CN1CCCC1)N1c2ccccc2Sc2ccc(C(F)(F)F)cc21 | 5 | -3 | 0 | / | -14 | 0.8 | 1 | 15 | -1 | -1.1
O=C(c1cnccn1)N1CCc2c([nH]c3ccccc23)C1c1cccc(Cl)c1 (centres undefined) | 2 | 14 | 2 | 1.3 | 13 | 8.9 | 15 | -6 | -1 | -0.3
CC/C(=N\NC(=O)C1CC1)c1cccc(Cl)c1 | -1 | / | -5 | 0.4 | 22 | -1.6 | 2 | 3 | 1 | -0.4
O=C(NNC(=O)C1CC2CCC1C2)c1sc2ccccc2c1Cl (centres undefined) | -4 | -19 | -2 | / | 24 | 2.0 | 2 | -7 | -3 | 3.1
COc1ccccc1-n1c(SCC(=O)Nc2cccc(C(=O)O)c2)nnc1-c1ccccc1O | -19 | -2 | 5 | 2.6 | 5 | 12 | -2 | 3 | -12 | -1.2
COC(=O)C1=C(C)Nc2nc(SCc3ccccc3)[nH]c(=O)c2C1c1cccs1 (centres undefined) | -4 | -12 | -1 | 0.4 | 4 | 1.1 | 21 | -12 | -5 | -0.3
COc1ccc(C2Nc3ccccc3C(=O)N2NS(=O)(=O)c2ccc(C)cc2)c(OC)c1 (centres undefined) | 6 | -7 | 1 | -2.0 | -12 | 2.7 | 1 | -8 | -6 | i
Cc1ccc(N(C(C)C(=O)Nc2ccccc2C(=O)N2CCOCC2)S(C)(=O)=O)cc1C (centres undefined) | 3 | -10 | -6 | / | 7 | -0.4 | 3 | -9 | -1 | i
Cn1c(CNc2ccc(Cl)cc2)nnc1SCCN1CCCCC1 | 1 | -2 | 3 | / | 4 | 1.3 | -8 | -1 | 2 | -0.3
Cc1ccccc1-n1nc(CSc2nc3ccccc3[nH]2)c(-c2ccccc2)c1N | -1 | 16 | 1 | 1.5 | 30 | 2.5 | 17 | -5 | 0 | -0.4
CCOC(=O)N1CCC(NC(=O)CSc2cc(=O)n(C)c3ccccc23)CC1 | -1 | -8 | 0 | / | 26 | 0.4 | 8 | 0 | -3 | -0.6
CN(C)c1ccc(/C=N/NC(=O)COc2ccccc2)cc1 | -1 | / | 0 | 0.5 | 13 | -0.6 | 1 | 6 | -4 | 0.3

Brought forward from above: 4 entries, followed by the next part.
SMILES | MazF activator | PriA SSB inh | 3CLpro inhibitor | TcdB GH inh | VHR inh abs | PfHsp40 rescue | Yp Topo-I inh | Rv3671c protease | Anthrax LF prot | BH1578 lux ind
Cn1c(CNc2ccc(Cl)cc2)nnc1SCCN1CCCCC1 | 1 | -2 | 3 | / | 4 | 1.3 | -8 | -1 | 2 | -0.3
Cc1ccccc1-n1nc(CSc2nc3ccccc3[nH]2)c(-c2ccccc2)c1N | -1 | 16 | 1 | 1.5 | 30 | 2.5 | 17 | -5 | 0 | -0.4
CCOC(=O)N1CCC(NC(=O)CSc2cc(=O)n(C)c3ccccc23)CC1 | -1 | -8 | 0 | / | 26 | 0.4 | 8 | 0 | -3 | -0.6
CN(C)c1ccc(/C=N/NC(=O)COc2ccccc2)cc1 | -1 | / | 0 | 0.5 | 13 | -0.6 | 1 | 6 | -4 | 0.3
CCC(=O)Nc1nc(C)c(C(=O)NC2CCCCC2)s1 | 4 | -2 | 2 | / | 18 | -0.7 | 2 | 1 | -8 | /
Cc1ccc(CN(C)C(=O)c2cccc(S(=O)(=O)N3CCc4ccccc43)c2)cc1 | -6 | 5 | / | 1.3 | / | -0.6 | -1 | -3 | 5 | -1.2
O=C1C2C3C=CC(C3)C2C(=O)N1CCc1ccccc1 (centres undefined) | -1 | -14 | 3 | / | -12 | 0.6 | -4 | 4 | -3 | i
CCc1ccc(C(=O)NNC(=O)c2cc(S(=O)(=O)N(C)C)ccc2N2CCCC2)cc1 | -1 | -1 | 0 | -1.5 | 5 | 0.0 | 9 | -8 | 3 | 5.0
NC(=O)c1cc[n+](Cc2ccccc2Cl)cc1 | 13 | 2 | -3 | 0.9 | -12 | -0.6 | -15 | 1 | 2 | 0.9
CC(=O)Nc1ccc(OS(=O)(=O)c2ccc(C)cc2C)cc1 | 7 | -5 | 3 | 1.6 | 2 | -1.9 | 6 | -4 | 0 | i
CC(C)C(=O)C1=Cc2cccc([N+](=O)[O-])c2OC1N1CCOCC1 (centres undefined) | 4 | 6 | / | 0.3 | / | 1.8 | 6 | -9 | 4 | i
CC1(c2ccc(Cl)cc2)NC(=O)N(CC(=O)NC(=O)NCc2ccco2)C1=O (centres undefined) | 4 | 8 | 5 | / | 12 | -0.1 | 2 | 3 | 0 | -0.4
CCCCOCC1CC(CC#CCN2CCCCC2)C(=O)O1 (centres undefined) | -1 | -17 | 0 | 0.9 | 10 | 0.1 | 8 | / | -2 | 0.3
CCOc1c(C)cnc2c1c(=O)n(Cc1ccc(Cl)cc1)c(=O)n2C | -11 | -5 | -9 | 0.9 | 28 | 0.1 | 1 | 5 | -2 | i
CC(C)(C)C(=O)Oc1cc(N)n(S(=O)(=O)c2ccccc2)n1 | 1 | -8 | -3 | / | 20 | 1.2 | -1 | 3 | 1 | i
CN(C)/C=N/C(=S)Nc1ccc(F)cc1 | 0 | / | 5 | / | 11 | -0.7 | 2 | 1 | 0 | -1.0
CCOC(=O)c1c(NC(=O)c2ccoc2C)sc(C(=O)N(C)C)c1C | 10 | -5 | -5 | / | 15 | -1.7 | 21 | -9 | 0 | -0.3
Cc1cc(N2CCCC2)nc2ccc(NC(=S)NCCCOC(C)C)cc12 | 3 | 13 | 0 | 1.5 | 10 | -0.1 | 1 | 10 | 0 | -2.9
COc1ccc(CNC(=O)CN2C(=O)COc3ccc(S(=O)(=O)N4CCCCC4)cc32)cc1 | 1 | -18 | 2 | -0.4 | -14 | 0.9 | 7 | -10 | -4 | -0.7
COc1ccccc1OCC(=O)NNC(=O)CCCC(=O)NNC(=O)COc1ccccc1OC | 9 | -15 | -3 | 0.8 | 11 | 0.6 | 6 | -1 | -1 | -0.7
CN(C)S(=O)(=O)c1cc(NC(=O)C2=COCCO2)ccc1Cl | 0 | -1 | / | 0.4 | / | 22 | 5 | 8 | -3 | i
COc1ccc(CCNC(=O)c2nnn(CC(=O)Nc3ccccc3C)c2N)cc1OC | 7 | 4 | -1 | / | 14 | -1.0 | 6 | -4 | -2 | -0.4
Cc1cc(C)n(CC(C)NCc2c(C(=O)N3CCOCC3)nc3c(C)cccn23)n1 (centres undefined) | -5 | 6 | 3 | 0.8 | 39 | 0.0 | 2 | -7 | -2 | -3.3
COc1cc(C(=O)O/N=C2/C=CC(=O)C(C)=C2C)cc(OC)c1OC | 12 | / | -2 | / | 11 | -0.8 | -10 | / | 2 | -0.5
COC(=O)c1sc(-c2cccs2)cc1N | 9 | -16 | -3 | 2.3 | 12 | 0.9 | 2 | 5 | / | -0.4
C/C(=N\NC(=O)c1ccccc1O)c1cccc(NC(=O)c2ccccc2)c1 | -5 | / | 0 | 1.6 | 21 | 3.2 | 0 | 2 | -15 | -0.3
NC(c1csc(Nc2ccc(C(F)(F)F)cn2)n1)C1CCCCC1 (centres undefined) | / | / | / | -1.9 | / | / | -11 | / | -6 | 1.2
O=C(Nc1ccc(Cl)cc1)Nc1ccc(Br)cn1 | -11 | -8 | -2 | 0.8 | 14 | 7.4 | -13 | -8 | 3 | -7.7
Cc1cccc(C(=O)O[C@@H]2[C@H](Cc3ccccc3)NS(=O)(=O)[C@H]3C[C@@H]4C=C[C@]23O4)c1 | -6 | 10 | / | 0.1 | / | -0.3 | -3 | 0 | 4 | -0.4
COCCc1ccc(OC2(C)CCN(Cc3cccc(OC)c3OC)C2)cc1 (centres undefined) | / | / | / | 0.9 | / | / | 10 | / | 2 | -1.7
COc1ccc(NC(=O)N2CCC(Cc3ccccc3)CC2)cc1 | -17 | 0&-2 | 5 | 1.2 | 11 | 2.8 | 10 | 0 | -1 | -0.3
COc1ccc(Cl)cc1NC(=O)c1cc(-c2ccc(C)cc2O)n[nH]1 | -14 | -7 | 2 | -0.3 | 3 | ? | 7 | -4 | 5 | -0.3
Cn1c(SCc2ccccc2)nc(C(F)(F)F)cc1=O | -4 | -20 | 0 | 0.5 | 17 | 0.2 | -5 | -11 | 13 | -0.9

Exported with values under each structure: part of the list above
Sequence of screens: MazF activator	PriA SSB inh	3CLpro inhibitor	TcdB GH inh	VHR inh abs	PfHsp40 rescue	Yp Topo-I inh	Rv3671c protease	Anthrax LF prot	BH1578 lux ind
> COc1ccccc1OCC(=O)NNC(=O)CCCC(=O)NNC(=O)COc1ccccc1OC
 : 9	-15	-3	0.8	11	0.6	6	-1	-1	-0.7
> CN(C)S(=O)(=O)c1cc(NC(=O)C2=COCCO2)ccc1Cl
 : 0	-1	/	0.4	/	22	5	8	-3	i
> COc1ccc(CCNC(=O)c2nnn(CC(=O)Nc3ccccc3C)c2N)cc1OC
 : 7	4	-1	/	14	-1.0	6	-4	-2	-0.4
> Cc1cc(C)n(CC(C)NCc2c(C(=O)N3CCOCC3)nc3c(C)cccn23)n1 (centres undefined)
 : -5	6	3	0.8	39	0.0	2	-7	-2	-3.3

In another format: entries from further up
SMILES	MazF activator	PriA SSB inh	3CLpro inhibitor	TcdB GH inh	VHR inh abs	PfHsp40 rescue	Yp Topo-I inh	Rv3671c protease	Anthrax LF prot	BH1578 lux ind
COc1cc(C(=O)O/N=C2/C=CC(=O)C(C)=C2C)cc(OC)c1OC	12	/	-2	/	11	-0.8	-10	/	2	-0.5
COC(=O)c1sc(-c2cccs2)cc1N	9	-16	-3	2.3	12	0.9	2	5	/	-0.4
C/C(=N\NC(=O)c1ccccc1O)c1cccc(NC(=O)c2ccccc2)c1	-5	/	0	1.6	21	3.2	0	2	-15	-0.3

The list is partial. The share of hits here may be higher or lower than overall.
